From PubChem
PAFAH2 FP inh: PAFAH2 (human) inhibition. Q99487. inhibition, % at 3.39 µM. recombinant PAFAH2, FP-rhodamine activity probe, fluorescence polarization. hit rate 0.99% among 340,000. AID 492956;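 active means inhibition above the mean over all tested compounds plus 3 SD, cut at about 30% in these data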;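 further: inhibitors block probe labeling of enzyme so polarization drops; 0% = enzyme with DMSO and 100% = wells lacking PAFAH2 protein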
PAFAH1B2 FP inh: PAFAH1B2 (human) inhibition; P68402; recombinant PAFAH1B2, FP-rhodamine activity probe, fluorescence polarization; inhibition, % at 3.39 µM; hit rate 1.2% among 340,000; AID 492953;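 active means inhibition above the mean of all tested compounds plus 3 SD, cut at about 24% in these data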;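 further: 0% = enzyme with DMSO and 100% = wells lacking PAFAH1B2; many of its hits are not listed in these tables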
LYPLA2 counter: blocks human lysophospholipase 2, a PME1 counter-screen; inhibition, % at 5.9 µM; hit rate 0.38% among 320,000; recombinant LYPLA2, FP-Rh probe fluorescence polarization; O95372;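 active means inhibition above the screen-wide mean plus 3 SD, limit set per campaign, cut at about 26% in these data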;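 further: 0% = LYPLA2 with DMSO and 100% = wells lacking LYPLA2 enzyme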
Target sequence (O95372 whole entry, looked up): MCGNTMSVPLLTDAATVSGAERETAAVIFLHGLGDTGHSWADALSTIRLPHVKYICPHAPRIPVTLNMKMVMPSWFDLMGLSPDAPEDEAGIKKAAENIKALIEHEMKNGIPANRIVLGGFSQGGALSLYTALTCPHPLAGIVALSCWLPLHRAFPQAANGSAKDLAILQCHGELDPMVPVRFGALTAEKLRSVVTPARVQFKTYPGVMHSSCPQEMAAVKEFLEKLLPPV
LYPLA1 inh: blocks human lysophospholipase 1, a PME1 counter-screen | O75608 | recombinant LYPLA1, FP-Rh probe fluorescence polarization | inhibition, % at 5.9 µM | hit rate 0.16% among 320,000;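 active means inhibition above the mean of all tested compounds plus 3 SD, set per campaign, cut at about 14% in these data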;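 further: inhibitors block serine hydrolase probe labeling of LYPLA1 so polarization falls; 0% = enzyme with DMSO and 100% = wells lacking LYPLA1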
pPAFAH inh: inhibitors of human plasma PAF acetylhydrolase (pPAFAH) | hit rate 1.5% among 330,000 | recombinant pPAFAH, FP-rhodamine probe fluorescence polarization | inhibition, % at 3.39 µM;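 active means inhibition above the mean inhibition across the screen plus 3 SD, cut at about 25% in these data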;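 further: inhibitors block binding of the rhodamine activity-based probe so polarization drops; 0% = enzyme with DMSO and 100% = wells lacking pPAFAH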
Target sequence (Q13093 whole entry, looked up): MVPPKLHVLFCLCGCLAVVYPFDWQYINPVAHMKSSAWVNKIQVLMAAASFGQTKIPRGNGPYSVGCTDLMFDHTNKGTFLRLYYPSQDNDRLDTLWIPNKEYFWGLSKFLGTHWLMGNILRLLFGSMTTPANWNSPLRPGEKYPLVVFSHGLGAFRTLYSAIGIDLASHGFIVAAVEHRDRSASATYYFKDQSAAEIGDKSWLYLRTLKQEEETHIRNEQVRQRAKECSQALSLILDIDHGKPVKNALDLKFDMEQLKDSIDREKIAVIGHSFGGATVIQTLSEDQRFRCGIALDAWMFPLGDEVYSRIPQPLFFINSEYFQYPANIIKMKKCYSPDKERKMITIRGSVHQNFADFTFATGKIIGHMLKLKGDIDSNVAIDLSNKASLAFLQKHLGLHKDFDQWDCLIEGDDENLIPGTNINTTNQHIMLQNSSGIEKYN
GSTO1 inh: counter-screen for RBBP9 inhibitors: inhibitors of human GSTO1; P78417; recombinant GSTO1, activity-based probe fluorescence polarization; inhibition, % at 5.96 µM; hit rate 1.1% among 300,000; AID 1974;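 active means inhibition above the campaign mean inhibition plus 3 SD, cut at about 35% in these data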;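 further: 0% = GSTO1-1 with DMSO and 100% = wells lacking GSTO1-1 enzyme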
Target sequence (P78417 whole entry, looked up): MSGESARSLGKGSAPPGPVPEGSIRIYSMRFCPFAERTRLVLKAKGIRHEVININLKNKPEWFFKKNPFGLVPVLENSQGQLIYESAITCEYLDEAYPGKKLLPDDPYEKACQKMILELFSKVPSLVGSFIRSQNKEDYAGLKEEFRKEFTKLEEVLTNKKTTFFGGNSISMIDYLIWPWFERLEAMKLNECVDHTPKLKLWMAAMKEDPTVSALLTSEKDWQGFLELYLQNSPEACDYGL
PAFAH1B3 inh: blocks human PAF acetylhydrolase 1B catalytic subunit 3; Q15102; recombinant PAFAH1B3, FP-rhodamine probe, fluorescence polarization; inhibition, % at 3.39 µM; hit rate 0.28% among 340,000;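 active means inhibition above the screen-wide average of all tested compounds plus 3 SD, cut at about 25% in these data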;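 further: 0% = enzyme with DMSO only and 100% = wells lacking PAFAH1B3 protein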
PME-1 primary: blocks human protein phosphatase methylesterase 1. AID 2130. inhibition, % at 5.9 µM. hit rate 0.53% among 320,000. Q9Y570. recombinant PME-1, FP-Rh probe fluorescence polarization;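 active means inhibition above the campaign mean of all compounds plus 3 SD, cut at about 26% in these data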;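 further: competitive labeling of PME-1 active site by serine hydrolase directed probe; 0% = PME-1 with DMSO and 100% = wells lacking PME-1 enzyme; inhibitors block probe labeling so polarization falls and inhibition rises; many of its hits are not listed in these tables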
PAD4 FP inh: inhibitors of human PAD4 | hit rate 0.41% among 330,000 | recombinant PAD4, RCA probe fluorescence polarization | inhibition, % at 6.36 µM | AID 485272;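 active means percent inhibition above a cutoff equal to the mean of all tested compounds plus 3 SD, cut at about 15% in these data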;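 further: 0% = PAD4 with RCA probe and DMSO and 100% = probe without PAD4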
* marks the source's active call; other numbers are inactive results; · = no result given.

SMILES	PAFAH2 FP inh	PAFAH1B2 FP inh	LYPLA2 counter	LYPLA1 inh	pPAFAH inh	GSTO1 inh	PAFAH1B3 inh	PME-1 primary	PAD4 FP inh
CC(C)Cn1cc(C(=O)N2CCC(C)CC2)c2c3ccccc3n(C)c2c1=O	1	3	6	0	10	1	6	-1	-6
CCOC(=O)C1=C(CS(=O)(=O)c2ccc(Cl)cc2)NC(=O)NC1c1ccc(O)c(OC)c1 (stereo not given)	7	0	2	3	4	2	1	0	-1
CCOc1ccc(NC(=O)CSCC(=O)O)cc1	-4	1	0	-1	6	6	4	0	1
CC(C)CC(=O)NC(=S)Nc1ccc(N2CCOCC2)cc1	4	-1	4	7	1	8	-11	1	-2
Cc1ccccc1CSCC(=O)c1c(N)n(CC(C)C)c(=O)n(C)c1=O	-2	2	-4	1	-3	4	9	-1	-8
Cc1nc([N+](=O)[O-])c(Br)n1CC(=O)c1ccc(Br)cc1	3	0	15	1	0	-28	6	2	-3
COc1ccccc1C(=O)NC(=S)NNC(=O)c1sc2ccccc2c1Cl	6	6	4	2	3	5	13	5	0
COc1ccccc1C(=O)n1nc(-c2ccccc2)nc1N	-1	1	6	-1	0	9	4	2	-1
COC(=O)CCN(c1ccccc1)S(=O)(=O)c1ccc(OC)cc1	0	3	0	-2	2	-4	4	0	2
CCC(C)NC(=O)CCC(=O)Nc1ccc2nc(N3CC(C)CC(C)C3)cc(C)c2c1 (stereo not given)	6	9	-7	1	6	-1	6	3	-1
CCOC(=O)C1CCN(C(=O)C2COc3ccccc3O2)CC1 (stereo not given)	-1	5	-4	-5	3	8	4	-3	3
COC(=O)C(C)Sc1nnc2n(-c3cccc(C)c3)c(=O)c3c4c(sc3n12)CCCC4 (stereo not given)	3	4	-1	0	-5	3	5	2	0
CC(C)OC(=O)c1cc(C(=O)c2cc(F)ccc2O)coc1=N	-2	-4	3	-1	-1	-4	3	-8	2
CCOC(=O)N1CCC(N2CC34C=CC(O3)C(C(=O)O)C4C2=O)CC1 (stereo not given)	-3	-4	6	3	2	5	0	3	0
CCc1cccc(CC)c1N(COC)C(=O)Cn1ccccc1=N	-4	-5	-7	-3	6	7	2	-1	2
O=C(O)CC1(CC(=O)Nc2cc3ccccc3cn2)CCCCC1	·	·	1	2	3	-33	·	1	0
COc1ccc(-c2nn(-c3ccccc3)cc2C(=O)N2CCN(C(=O)c3ccco3)CC2)cc1	6	6	·	·	6	·	6	·	-1
C/C(CC(=O)NCc1ccco1)=N\NC(=O)COc1ccc(C)cc1	2	3	4	-4	8	-1	1	1	-6
O=C1c2ccccc2S(=O)(=O)c2cc(C(=O)N3CCN(C(=O)c4ccccc4)CC3)ccc21	11	0	13	2	-5	1	4	4	-3
COCc1cc(C)nc(OCC(=O)N/N=C/c2cc(C)n(-c3c(C)cccc3C)c2C)c1C#N	10	5	-1	3	7	11	3	3	-1
C[C@]12C(=O)N(c3cccc(F)c3)C(=O)N1[C@H]1c3ccccc3OC[C@@H]1[C@H]2c1ccccc1	-2	5	·	·	-2	·	6	·	0
Cc1ccc(N2CS(=O)(=O)/C(=C/N(C)C)C2=O)cc1	1	3	2	1	-4	2	4	-13	3
COc1ccc(Cl)cc1NC(=O)CN(C)C(=O)c1sc2ccccc2c1Cl	2	-3	-16	-12	-4	·	1	16	-9
O=C(O)c1cc(Cl)ccc1OS(=O)(=O)c1ccc(Cl)s1	10	11	·	·	3	·	8	·	-5
CC12CCC3C(CCC4N(CCO)CCC34C)C1CCC2O (stereo not given)	-3	3	-11	-3	2	-8	16	2	-4
Further compounds follow.
SMILES	PAFAH2 FP inh	PAFAH1B2 FP inh	LYPLA2 counter	LYPLA1 inh	pPAFAH inh	GSTO1 inh	PAFAH1B3 inh	PME-1 primary	PAD4 FP inh
CC(C)(C)C1N=C(c2ccc3ccccc3c2)OC1=O (stereo not given)	0	6	6	2	1	·	11	-2	-3
CCCCOc1ccc(N(CC(=O)NC(C)(C)CC)C(=O)CCC(=O)Nc2ccccn2)cc1	0	2	-1	-5	5	5	-4	-1	-3
Cn1c(N2CCN(c3ccccn3)CC2)nc2c1c(=O)n(Cc1ccccc1Cl)c(=O)n2C	0	-1	-4	-1	5	-1	2	-2	2
O=C(Nc1ccc(S(=O)(=O)Nc2ncccn2)cc1)c1cccnc1	-6	6	4	-1	4	-1	4	-6	-7
CCc1ccccc1N(CC(=O)NCc1ccccc1)C(=O)CCC(=O)Nc1ccccn1	2	2	6	3	5	-5	4	5	-1
COc1cnn(-c2ccc(F)cc2)c(=O)c1Br	-1	1	3	1	1	8	9	-7	-1
O=C(Cc1ccccc1)Nc1nc(-c2ccc(F)c(F)c2)cs1	-1	9	-11	-9	-1	3	5	-5	-1
FC(F)(F)c1cccc(Cc2noc(CN3CCCC(CN4CCCC4)C3)n2)c1 (stereo not given)	2	3	-4	-2	7	2	7	-3	-2
Clc1ccc(CSc2nnc3ccccn23)c(Cl)c1	2	14	-3	-1	-3	4	0	9	-6
COc1ccc(CN=Cc2c(C(F)(F)F)[nH][nH]c2=O)cc1	-2	6	-1	-1	2	5	5	-1	0
COc1cccc(NC(=O)CCC2CCN(C(=O)c3cncs3)CC2)c1	-2	10	2	1	-6	4	-1	2	-3
Cc1cccc(N2C(=O)CC(SC(N)=Nc3ccccc3)C2=O)c1 (stereo not given)	1	4	6	0	6	0	-1	3	-2
COc1cc(-n2c(=O)c3ccccc3n(Cc3cccc(C)c3)c2=O)cc(OC)c1OC	4	1	-3	2	-1	-13	2	6	-3
O=C(COC(=O)COc1ccc(Br)cc1)NC1CCCC1	12	14	·	·	23	·	8	·	1
c1ccc(-c2nc3nc4ccccc4nc3n2CC2CCCO2)cc1 (stereo not given)	-3	2	2	1	2	-6	-10	-1	5
COc1ccc(N2C(=O)c3ccccc3C(C)(C)C2=O)cc1	5	1	7	4	1	-6	0	3	1
C[C@@H]1CC[C@]2(O[C@@H](CCO)C[C@@H](O)[C@@H]2O)O1	-2	3	5	0	2	6	-8	-2	-1
COc1ccc(C(=O)NC2CCN(CC(=O)NC3CCCCC3)CC2)cc1	-9	-1	6	3	6	9	4	-2	-6
CCOc1cc(N2CCOCC2)c(OCC)cc1NC(=O)COc1ncnc2ccccc12	-1	0	4	1	7	1	10	-2	-2
O=C(Nc1ccc(S(=O)(=O)N2CCCC2)cc1)C1CCN(S(=O)(=O)c2ccc(F)cc2)CC1	-5	7	-4	-1	2	8	2	9	-1
O=C(CNC(=O)c1ccccc1)OCC(=O)c1ccc(Cl)s1	7	-2	4	0	4	·	4	9	-1
COc1ccc(CN2CCNC(=O)C2CC(=O)N2CCCN(C(C)=O)CC2)c(OC)c1 (stereo not given)	4	4	-1	-3	0	1	7	1	1
Cc1ccc2nsnc2c1NC(=O)c1ccc([N+](=O)[O-])cc1	-4	1	-1	3	-1	4	0	6	2
CCCCn1nnnc1SCC(=O)N(CC)CC	-8	6	3	0	1	1	5	0	-4
CCOC(=O)C1Nc2ccccc2C2C(O)C(O)CC12 (stereo not given)	13	14	1	0	18	20	38*	9	-5
(next part)
SMILES	PAFAH2 FP inh	PAFAH1B2 FP inh	LYPLA2 counter	LYPLA1 inh	pPAFAH inh	GSTO1 inh	PAFAH1B3 inh	PME-1 primary	PAD4 FP inh
CCCCc1ccc(NC(=O)CC(C)(C)C)cc1	-2	1	0	-2	-1	6	4	3	-2
COCCCNC(=O)CCN1C(=O)COc2ccccc21	0	6	-3	1	0	1	-7	-3	-2
CCN(CC)S(=O)(=O)c1ccc(O)c(C(=O)OCC(=O)NC2CCCC2)c1	19	6	1	-1	7	4	7	3	3
Cc1[nH]n(C(N)=S)c(=O)c1N=Nc1cccc(Cl)c1	5	9	4	3	11	-5	11	1	-5
COc1cc(C2c3sc(=O)[nH]c3SC3C4CCC(C4)C23)ccc1O (stereo not given)	3	13	-1	-2	11	-20	12	3	3
O=C(COC(=O)c1ccc(S(=O)(=O)N2CCc3ccccc3C2)cc1)NC1CCS(=O)(=O)C1 (stereo not given)	1	1	1	2	6	2	3	2	-2
C=CCn1c(COC)nnc1SCC(=O)c1ccc(F)cc1	-4	-2	-3	0	8	2	0	1	1
CC(=O)c1ccc(NC(=O)C(C)OC(=O)COc2ccc(C#N)cc2)cc1 (stereo not given)	1	1	-3	-1	2	5	8	-5	0
COCc1nnc(NC(=O)CCc2ccccc2)s1	7	3	4	-3	0	4	7	-5	-4
COc1cc(C2c3c(n[nH]c3C)C(=O)N2c2ccc(C)cc2)ccc1O (stereo not given)	5	1	-3	2	-4	-15	8	0	2
CN(C)c1ccc(/C=C(\C#N)C(=O)OCC(=O)N(C)C2CCS(=O)(=O)C2)cc1 (stereo not given)	-12	-5	-4	-5	2	·	5	-11	-2
O=C(CCc1ccccc1)NNC(=O)c1ccncc1	2	6	·	·	3	·	5	·	-1
Cc1ccc(C)c(NC(=O)CSc2c(C)n[nH]c2C)c1	-3	-1	2	0	-1	-1	6	-1	-3
CNC(=O)CSCc1c(Cl)cccc1Cl	5	9	0	-1	4	-4	-4	3	0
CC(=O)Nc1ccc(S(=O)(=O)NCCS(=O)(=O)N2CCN(c3ccccc3F)CC2)cc1	-13	0	-1	-3	1	8	0	6	-1
CCOc1ccc(NC(=O)CN(C)CC(=O)Nc2ccccc2SC)cc1OCC	0	1	2	0	-1	3	4	9	-3
C/C=C/c1ccccc1OCc1ccc(C(=O)OC)o1	0	7	5	4	6	7	8	0	0
COc1cc(C(=O)N2CCNCC2)cc(OC)c1OC	-6	-5	-1	3	-5	1	-3	1	-2
Cc1cc(C(=O)NCC2COc3ccccc3O2)c2ccccc2n1 (stereo not given)	5	-1	0	-1	0	0	1	1	7
O=C(NNC(=O)c1cncc(Br)c1)c1ccncc1	-8	3	0	-5	1	·	11	-3	3
CC(C)(Cc1ccc(O)cc1)NC(=O)CC(=O)N=Nc1c(O)[nH]c2ccc(Br)cc12	8	4	2	-2	1	3	-1	4	0
CCOC(=O)N1CCN(C(=O)COc2ccc(Br)cc2Cl)CC1	-2	4	4	1	0	4	3	3	3
COc1ccc(/C=N/NC(=O)CN(CCc2ccccc2)S(=O)(=O)c2ccc(NC(C)=O)cc2)cc1OC	-6	9	-16	-7	1	-6	2	-7	2
COCCn1c(SCC(=O)Nc2cc(C(C)(C)C)nn2-c2ccccc2)nc2ccccc2c1=O	-1	1	4	3	2	0	2	7	3
Cc1cc(C)nc(N/N=C/c2sccc2C)n1	0	5	8	3	1	-2	-6	-1	2
COc1ccc(CCNC(=O)CCCn2c(SCC(N)=O)nc3cc4c(cc3c2=O)OCO4)cc1OC	·	·	1	2	1	2	·	5	1
O=C(CCN1C(=O)C2CCCCC2C1=O)N1CCN(S(=O)(=O)c2c(F)cccc2F)CC1 (stereo not given)	-4	5	3	-1	-5	11	-4	-6	3
CCCCCCn1c(N2CCC(C(N)=O)CC2)nc2c1c(=O)n(C)c(=O)n2C	-2	0	0	3	-2	7	-1	-4	-3
CCc1cc2c(CN3CCN(CCO)CC3)cc(=O)oc2cc1O	-3	3	-3	-3	3	-2	12	-5	-2
CCOC(=O)c1ccccc1NC(=O)c1ccc(F)cc1	-7	0	-3	-2	0	6	9	-2	-2

These rows are one share of the data; rates above refer to the full screens.
